GPR151 ag: activators of human GPR151 | Q8TDV0 | PathHunter beta-arrestin GPR151 cells, luminescence | activation, % at 11.2 µM | 650,000 tested, 1% active | AID 1508602; in the data active = activation above about 4.9%;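 note: 0% = median of compound wells and 100% = cells with positive control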
Target sequence (Q8TDV0 whole entry, looked up): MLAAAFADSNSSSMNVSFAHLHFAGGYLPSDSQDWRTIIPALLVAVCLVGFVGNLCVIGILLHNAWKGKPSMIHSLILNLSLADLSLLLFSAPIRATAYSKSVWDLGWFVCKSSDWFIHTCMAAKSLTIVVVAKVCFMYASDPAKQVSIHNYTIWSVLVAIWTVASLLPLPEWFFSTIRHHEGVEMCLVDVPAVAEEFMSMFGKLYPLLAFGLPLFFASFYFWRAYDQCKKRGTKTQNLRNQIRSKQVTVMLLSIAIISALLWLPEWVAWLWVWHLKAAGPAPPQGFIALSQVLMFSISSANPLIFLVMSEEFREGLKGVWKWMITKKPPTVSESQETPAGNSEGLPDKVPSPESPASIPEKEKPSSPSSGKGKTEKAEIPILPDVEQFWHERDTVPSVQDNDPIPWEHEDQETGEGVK
MITF inh: inhibitors of human MITF | inhibition, % at 2.6 µM | AID 1259374 | AlphaScreen MITF homodimerization, bead proximity signal | 650,000 tested, 0.91% active | O75030; in the data active = inhibition above about 50%;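 note: 0% = vehicle wells with protein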
Target sequence (O75030 whole entry, looked up): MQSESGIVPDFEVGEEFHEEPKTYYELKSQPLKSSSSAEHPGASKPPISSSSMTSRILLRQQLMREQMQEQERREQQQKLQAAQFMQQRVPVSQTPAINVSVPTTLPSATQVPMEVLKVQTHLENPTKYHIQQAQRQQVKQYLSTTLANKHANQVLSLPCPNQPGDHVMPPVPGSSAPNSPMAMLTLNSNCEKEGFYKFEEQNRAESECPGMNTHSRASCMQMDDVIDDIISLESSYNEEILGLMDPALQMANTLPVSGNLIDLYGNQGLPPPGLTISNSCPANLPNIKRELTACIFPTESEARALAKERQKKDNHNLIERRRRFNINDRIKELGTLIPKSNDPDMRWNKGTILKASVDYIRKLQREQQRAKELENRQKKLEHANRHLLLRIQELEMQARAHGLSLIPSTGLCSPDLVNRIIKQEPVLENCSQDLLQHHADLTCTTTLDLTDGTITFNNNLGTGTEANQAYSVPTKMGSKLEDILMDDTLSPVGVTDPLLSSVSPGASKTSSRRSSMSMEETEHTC
FBW7 act: human FBW7 E3 ligase activation, primary screen; normalized activity (activation), % at 26.1 µM; 650,000 tested, 0.13% active; AID 1259310; AlphaScreen FBW7–phospho-cyclin E peptide binding, activator screen; Q969H0; in the data active = normalized activity above about 1.9%;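 note: purified mutant Fbw7 with reduced substrate affinity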
TEAD-YAP inh: TEAD-YAP interaction inhibition. HEK-TIYL cells, TEAD-Gal4/YAP UAS-luciferase luminescence. inhibition, % at 9.12 µM. 640,000 tested, 1.4% active; in the data active = inhibition above about 32%;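 note: 0% = median of test compound wells and 100% = reference inhibitor wells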
Starred values were filed as active, the others as inactive.

nr	mol	GPR151 ag	MITF inh	FBW7 act	TEAD-YAP inh
1	CCC(C)NC(=O)CN(c1ccc(C(C)C)cc1)S(C)(=O)=O (stereo not given)	0.8	15	0.0	5
2	CCN(CC)CCCNC(=O)c1sc2nc(-c3ccccc3)cn2c1C	-0.1	-1	0.1	-5
3	CCCN1Cc2cccc(C(=O)Nc3ccc(C(C)=O)cc3)c2C1=O	0.0	0	-0.3	-2
4	N#C/C(C(=O)Nc1ccc(F)cc1)=C1/SCC(=O)N1c1ccccc1	-0.6	-12	-0.2	1
5	CC(C)N1CCN(Cc2cnn(-c3ccccc3)c2)CC1CCO (stereo not given)	2.3	1	0.1	5
6	COc1ccc(/C=N/Nc2ccc3nnc(C)n3n2)cc1OC	-1.0	-21	-0.1	3
7	CCOC(=O)C1=C(C)N(CCOC)C(=O)/C1=C\c1cc(C)n(-c2ccccc2Cl)c1C	2.9	17	-0.2	-5
8	O=S(=O)(c1ccccc1)N(CCOc1ccc(F)cc1)c1nccs1	-0.2	-5	0.2	-9
9	CCOc1ccc(-c2n[nH]c(C(=O)N/N=C/c3ccc(O)cc3O)c2C)cc1	-0.2	-3	-0.3	12
10	COc1ccc2c(c1)sc1ncc(C(=O)NC(C)(C)CO)c(=O)n12	1.0	1	0.0	12
11	CN(CC(=O)NCc1ccccn1)S(=O)(=O)c1ccccc1	0.0	-2	-0.1	-4
12	O=C(c1nc(-c2cccnc2)no1)N1CCN(c2cccc(Cl)c2)CC1	-0.4	-2	-0.2	-7
13	CCOc1ccc(CN2CCN(Cc3ccc(OC)c(OCC)c3)CC2)cc1	-0.6	10	0.0	0
14	CC(C)(C)c1ccc(OCC(=O)Nc2ccc(F)cc2)cc1	1.1	-6	0.0	-43
15	Cc1c(CN2CCN(Cc3ccc(F)cc3)C(CCO)C2)cnn1C (stereo not given)	0.1	6	0.1	6
16	Cc1ccc(C(=O)Nc2cc(-c3nn4c(C)nnc4s3)ccc2C)cc1C	0.2	-2	0.0	-18
17	O=c1ccn(Cc2ccccc2Cl)cc1	-0.7	-7	-0.1	-7
18	COc1ccccc1CNC(=O)Cn1ncn2cccc2c1=O	0.1	6	0.0	-43
19	COc1ccc(Sc2ccc(C=C3C(=O)NC(=S)NC3=O)o2)cc1	-0.7	17	-0.6	5
20	CC(C)(C)n1nnnc1C(c1cccc(C#N)c1)N1CCCCCC1 (stereo not given)	-0.1	9	0.1	-4
21	CC(=O)N1CCc2cc(C(=O)C[n+]3ccccc3)ccc21	-0.4	3	-0.1	-20
22	COCCNC(=O)c1ccc2c(c1)nc(C)n2-c1cc(C)ccc1OC	-0.9	5	0.5	0
23	Cc1cccc(NC(=O)CCCC(=O)O)n1	1.5	4	0.2	6
24	Cc1ccc(-c2ccccc2)n1-c1cccc(C(=O)O)c1	-1.2	16	0.0	-75
25	COCCNC(=O)c1cc(Nc2ccccc2)nc2ccccc12	0.3	19	0.3	9
26	Nc1nc(Nc2ccccc2)cc(N2CCc3ccccc3C2)n1	1.9	2	0.0	-53
27	O=C(CCl)Nc1ccc(CN2CCCC2)cc1	0.5	4	-0.5	2
28	COC(=O)c1ccc2c(=O)n(CCc3ccc(S(N)(=O)=O)cc3)c(SCc3ccccc3C)nc2c1	-1.2	10	0.3	6
29	CCOCCCn1c(SCC(=O)N2CCCCCC2)nc2ccccc2c1=O	-0.5	5	0.0	-1
30	COC(=O)c1c(NC(=O)c2cccc([N+](=O)[O-])c2C)sc(C)c1C	-0.8	7	-0.2	-4

Along the list, as entered above.
Nos. 20 to 28 in GPR151 ag: -0.1, -0.4, -0.9, 1.5, -1.2, 0.3, 1.9, 0.5, -1.2

Carrying on:
nr	mol	GPR151 ag	MITF inh	FBW7 act	TEAD-YAP inh
31	Cc1cc(C(F)(F)F)n2nc(C)cc2n1	-0.3	7	0.6	10
32	CCOc1cccc(C(=O)Nc2cccc(NC(=O)c3cccc(Cl)c3)c2)c1	-0.5	-12	-0.1	6
33	NC(=O)CNC1CCN(c2cccc(NC(=O)CC3CCCC3)c2)CC1	-0.1	-1	0.0	1
34	CCC(Oc1ccccc1)C(=O)Nc1ccc(NC(C)=O)cc1 (stereo not given)	2.2	10	0.0	13
35	Cc1ccc(CN2CCC(C3(Cc4ccccc4)NC(=O)NC3=O)CC2)o1 (stereo not given)	1.2	-1	0.3	-2
36	O=S(=O)(N1CCCCC1)N1CCN(S(=O)(=O)N2CCOCC2)CC1	-1.3	5	0.3	9
37	O=C1OC(c2ccc3c(c2)OCO3)=N/C1=C\c1ccc(-c2cccc([N+](=O)[O-])c2)o1	-1.4	19	0.3	4
38	C#CCOc1c(Cl)cc(/C=C2\NC(=S)N(C)C2=O)cc1OC	-1.2	11	0.2	3
39	Cc1nc2c3ccccc3nc(SCC(=O)NCCC(C)C)n2n1	0.1	12	0.8	13
40	CCC(CO)NC(=O)C(=O)Nc1ccc(C)cc1 (stereo not given)	-0.4	2	0.0	-41
41	CCCCc1ccc(-c2nc(C=Nc3cccnc3)c(O)o2)cc1	0.3	1	0.0	1
42	O=c1cc(CO)oc(CN2CCN(CCO)CC2)c1O	0.0	1	-0.1	3
43	COc1ccc(OC)c(C(c2nnnn2CC2CCCO2)N2CCN(C)CC2)c1 (stereo not given)	-1.1	10	1.5	-1
44	OC(CSc1nc2ccccc2s1)Cn1c2ccc(Cl)cc2c2cc(Cl)ccc21 (stereo not given)	-1.3	17	0.8	-12
45	CCOC(=O)c1c(NC(=O)CSc2nnc3c4ccccc4n(C(C)C)c3n2)sc2c1CCC2	-0.9	6	0.0	3
46	O=[N+]([O-])c1ccccc1Oc1ccc(Br)cc1Br	-1.6	5	0.0	-7
47	c1ccc2oc(-c3cnc4ccc(NCc5ccncc5)nn34)cc2c1	-0.8	9	-0.1	-12
48	Cc1cccc(NC(=O)c2ccc(Br)o2)c1C1=CCC2(CC1)OCCO2	0.7	-4	0.1	-15
49	CCCCNC(=O)c1c(O)c2cccc3c2n(c1=O)CC3	1.6	-12	0.1	-20
50	CCCCNC(=S)Nc1ccc([N+](=O)[O-])cc1	1.0	2	-0.1	-13
51	Cc1ccc(NC(=O)C2Sc3nnc(C)n3NC2c2ccccc2)c(Br)c1 (stereo not given)	0.7	5	0.0	8
52	CC(NC(=O)CSc1nnc(-c2ccco2)o1)C12CC3CC(CC(C3)C1)C2 (stereo not given)	-2.5	20	0.7	-9
53	O=C1c2cc3ccccc3cc2C(=O)N1c1cccc2ccccc12	1.1	8	0.1	-2
54	COc1ccc(-c2ccc(NC(=O)c3ccc(F)cc3F)cc2)nn1	-1.0	7	-0.1	-36
55	O=S1(=O)OC(c2ccc(O)cc2)(c2ccc(O)cc2)c2ccccc21	0.6	2	-0.4	0
56	O=C(C[n+]1ccc(C(=O)NCCO)cc1)c1ccc(F)cc1	0.8	17	-0.1	-3
57	O=C(Nc1cc(Cl)c(Cl)cc1Cl)c1ccc([N+](=O)[O-])cc1	-2.3	15	-0.1	-11
58	C=CCn1c(SCC(=O)NCc2ccccc2)nc2sc3c(c2c1=O)CCCC3	1.4	-5	0.0	-1
59	Cc1ccc(CNC(=O)CN(c2ccc(Cl)cc2C)S(C)(=O)=O)cc1	1.0	-2	-0.2	1
60	Cc1ccccc1CNC(=O)/C=C/c1ccccc1	-0.6	7	1.0	-40

Just FBW7 act and MITF inh, for six of the compounds above:
cpd | Molecule | FBW7 act | MITF inh
27 | O=C(CCl)Nc1ccc(CN2CCCC2)cc1 | -0.5 | 4
28 | COC(=O)c1ccc2c(=O)n(CCc3ccc(S(N)(=O)=O)cc3)c(SCc3ccccc3C)nc2c1 | 0.3 | 10
29 | CCOCCCn1c(SCC(=O)N2CCCCCC2)nc2ccccc2c1=O | 0.0 | 5
30 | COC(=O)c1c(NC(=O)c2cccc([N+](=O)[O-])c2C)sc(C)c1C | -0.2 | 7
31 | Cc1cc(C(F)(F)F)n2nc(C)cc2n1 | 0.6 | 7
32 | CCOc1cccc(C(=O)Nc2cccc(NC(=O)c3cccc(Cl)c3)c2)c1 | -0.1 | -12

New compounds follow:
nr	mol	GPR151 ag	MITF inh	FBW7 act	TEAD-YAP inh
61	COc1ccc(C2CC(c3cccs3)=NN2C(=O)CSc2nnc(CNC(=O)Cc3ccccc3)n2-c2ccccc2OC)cc1 (stereo not given)	-1.3	0	0.3	-2
62	COc1ccc(CNC(=O)c2cnc(SC)nc2C)cc1	0.2	-10	-0.1	5
63	O=C(CN1CCC(c2ccc(F)cc2)CC1)Nc1nccs1	0.5	9	0.0	8
64	CCn1c(SCC(=O)NCc2ccc3c(c2)OCO3)nnc1-c1cccs1	-1.1	8	0.0	-1
65	Cc1ccc(C2Nc3ccccc3-c3nnc(SCc4ccc(Cl)cc4)nc3O2)o1 (stereo not given)	0.4	2	-0.2	-8
66	Cc1nc2ccc(NC(=O)NCCCO)cc2s1	2.1	3	0.1	-1
67	CCC(C)c1ccc(NC(=O)Cn2nnc(-c3ccccc3Cl)n2)cc1 (stereo not given)	1.1	0	-0.1	12
68	COc1ccc(-c2csc(NC(=O)c3ccc(S(=O)(=O)N4CC(C)CC(C)C4)cc3)n2)c(OC)c1 (stereo not given)	1.2	-9	-0.1	-7
69	COc1ccc(CCNC(=O)CCCn2c(SCc3cccc(Cl)c3)nc3cc4c(cc3c2=O)OCO4)cc1OC	-0.9	7	-0.2	-5
70	COCCN1C(=O)C(C)Oc2ccc(C)cc21 (stereo not given)	-1.3	5	0.0	4
71	COc1ccc(S(=O)(=O)N(CCc2ccccc2)CC(=O)NC(C)C)cc1	-0.7	-4	0.1	-3
72	CS(=O)(=O)c1ccccc1CN1CCC(NCCc2cnc[nH]2)CC1	-0.4	2	-0.3	-7
73	S=C(Nc1ccccc1)Nc1ccc(Cl)cn1	0.9	-5	0.2	-18
74	CC12CCC(C(=O)N3CCN(Cc4ccc5c(c4)OCO5)CC3)(CC1=O)C2(C)C (stereo not given)	0.1	9	0.3	-5
75	COC(=O)CNc1nc(Cl)nc(N2CCC(C)CC2)n1	1.4	12	0.2	12

Reprinted at random: 2 entries already listed.
nr	mol	GPR151 ag	MITF inh	FBW7 act	TEAD-YAP inh
68	COc1ccc(-c2csc(NC(=O)c3ccc(S(=O)(=O)N4CC(C)CC(C)C4)cc3)n2)c(OC)c1 (stereo not given)	1.2	-9	-0.1	-7
61	COc1ccc(C2CC(c3cccs3)=NN2C(=O)CSc2nnc(CNC(=O)Cc3ccccc3)n2-c2ccccc2OC)cc1 (stereo not given)	-1.3	0	0.3	-2

(cont.)
nr	mol	GPR151 ag	MITF inh	FBW7 act	TEAD-YAP inh
76	COC(=O)CNC(=O)C1CCCN1C(=O)CNC(=O)OCc1ccccc1 (stereo not given)	-1.7	22	0.1	3
77	O=C(NC(c1ccccc1)c1ccsc1)C1CCN(C(=O)c2ccno2)CC1 (stereo not given)	0.0	13	0.3	14
78	COc1ccc(CC2(CCC(=O)N(C)Cc3ccsc3)CCC(=O)N2)cc1OC (stereo not given)	-0.8	0	-0.1	0
79	CCC1(CC)NC(=O)N(CC(=O)Nc2ccc(F)c([N+](=O)[O-])c2)C1=O	-0.9	-2	0.0	10
80	CCc1nn2c(N)c(/C=C3\C=C(Br)C=CC3=O)c(=O)nc2s1	2.2	15	0.6	9
81	O=C(Nc1cccc(C(=O)NC2CC2)c1)C(=O)Nc1ccc2c(c1)OCCO2	1.1	6	-0.1	66*
82	O=C(c1cccn2c(=O)c3c4c(sc3nc12)CCCC4)N1CCOCC1	-1.3	5	0.0	-14
83	CCCOc1c(Br)cc(/C=N/Nc2ccc(S(N)(=O)=O)cc2)cc1OC	-1.1	-4	-0.2	-6
84	CC(C(=O)NCc1ccccc1)N1C(=O)c2ccccc2C1=O (stereo not given)	0.7	4	0.0	-10
85	Clc1ccc(-c2onc3ccc(Br)cc23)cc1	2.3	3	0.5	-6
86	CCOC(=O)C1=C(N)OC2=C(C(=O)CCC2)C1c1ccccc1F (stereo not given)	-0.1	-5	-0.1	-5
87	CCCOC(=O)c1ccc(NC=O)cc1	0.0	-9	-0.2	-4
88	O=C(O)c1cccc2c1NC(c1ccc(Cl)cc1Cl)C1CC=CC21 (stereo not given)	1.9	7	-0.2	-12
89	Cc1ccc(CNC(=O)C2CC3CCCN3C23C(=O)N(C)c2ccccc23)cc1 (stereo not given)	0.9	-6	-0.1	-6
90	COC(=O)c1ccccc1NC(=O)CN(c1ccccc1Cl)S(C)(=O)=O	1.7	5	-0.1	-1
91	O=C(O)C1CNC(c2ccccc2)S1 (stereo not given)	1.2	-1	-0.1	0
92	CC1=NN(c2ccccc2C)C(=O)/C1=C/Nc1ccc(-c2ccc(N/C=C3/C(=O)N(c4ccccc4C)N=C3C)cc2)cc1	2.1	6	-0.2	-8
93	CCOc1ccc(S(=O)(=O)NCCO)cc1	1.2	-1	-0.3	-13
94	Cc1ccc(C)c(C(=O)O/N=C(\N)c2ccc([N+](=O)[O-])cc2)c1	-2.2	8	0.2	-2
95	COC(=O)c1ccc2c(c1)C(=O)NC2=O	-2.1	15	0.3	4

High-throughput results (PubChem)
